Bioassay records: PubChem BioAssay, The Scripps Research Institute Molecular Screening Center
V1R ag counter: counter-screen for oxytocin receptor agonists: human V1a receptor agonists. actives 0.25% (n = 320,000). CHO-V1R cells, Fluo-8 calcium fluorescence, agonist mode; 0% DMSO, 100% 3 nM vasopressin. activation, % at 3 µM. AID 2797. P37288;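 active = activation above the mean activation of all tested compounds plus 3 SD, per screening run, cut at about 20% in these data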;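 also: signal is peak over basal fluorescence ratio across a 100 second FLIPR read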
GalR3 antag: human GalR3 antagonism. O60755. HEK293 GalR3-CNG cAMP membrane potential fluorescence; galR3 body fused to GalR1 C-terminus. inhibition, % at 3 µM. actives 0.44% (n = 360,000). AID 651719;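 active = inhibition above the screen-wide average plus 3 SD, cut at about 13% in these data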;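 also: forskolin and galanin both at EC90 stimulate the cells; cAMP rise reported by CNG channel membrane potential dye signal; 0% = forskolin plus galanin with DMSO and 100% = forskolin alone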
Target sequence (O60755 1-299 limits assumed): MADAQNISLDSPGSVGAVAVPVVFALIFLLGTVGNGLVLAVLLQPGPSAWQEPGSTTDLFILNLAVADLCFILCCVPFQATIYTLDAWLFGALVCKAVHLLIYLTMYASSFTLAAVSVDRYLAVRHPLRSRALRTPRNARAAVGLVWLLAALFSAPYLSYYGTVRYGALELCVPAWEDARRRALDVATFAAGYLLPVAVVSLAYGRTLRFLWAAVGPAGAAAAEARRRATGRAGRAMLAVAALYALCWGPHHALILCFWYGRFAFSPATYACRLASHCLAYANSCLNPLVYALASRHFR
OXTR ag: human OXTR agonism. CHO-OTR cells, Fluo-8 calcium fluorescence; normalized: DMSO 0%, oxytocin 100%. P30559. actives 0.32% (n = 320,000). activation, % at 3 µM. AID 2435;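 active = activation above the mean of all tested compounds plus 3 SD, cutoff set per screening run, cut at about 20% in these data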;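 also: peak over basal fluorescence ratio from a 100 s FLIPR kinetic read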
Target sequence (P30559 whole entry, looked up): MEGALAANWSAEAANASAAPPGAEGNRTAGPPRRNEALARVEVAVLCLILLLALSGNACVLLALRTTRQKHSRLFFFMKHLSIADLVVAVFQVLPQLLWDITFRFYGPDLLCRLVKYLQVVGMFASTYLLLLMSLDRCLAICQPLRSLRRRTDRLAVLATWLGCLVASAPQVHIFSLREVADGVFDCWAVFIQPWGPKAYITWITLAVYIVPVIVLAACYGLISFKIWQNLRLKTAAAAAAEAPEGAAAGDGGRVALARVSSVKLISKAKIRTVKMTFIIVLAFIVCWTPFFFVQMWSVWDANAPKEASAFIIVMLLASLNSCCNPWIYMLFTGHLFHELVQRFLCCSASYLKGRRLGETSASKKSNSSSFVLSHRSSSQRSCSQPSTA
The depositor's hits bear a star.

Sample of the layout:
SMILES	V1R ag counter	GalR3 antag	OXTR ag
Cc1ccc(S(=O)(=O)N2CCCCC2)cc1NC(=O)CNc1ccc(C(F)(F)F)cc1	1.0	-3	-0.3
O=C(NCc1nnnn1-c1ccc(F)c(F)c1)c1cc2ccccc2o1	-0.2	-1	-1.0

The list itself, previewed entries included:
SMILES	V1R ag counter	GalR3 antag	OXTR ag
Cc1ccc(S(=O)(=O)N2CCCCC2)cc1NC(=O)CNc1ccc(C(F)(F)F)cc1	1.0	-3	-0.3
O=C(NCc1nnnn1-c1ccc(F)c(F)c1)c1cc2ccccc2o1	-0.2	-1	-1.0
COc1ccc2oc(C(=O)N(Cc3ccco3)Cc3cccs3)c(C)c2c1	1.6	-2	1.4
CN1CCC(N(C)S(=O)(=O)c2ccc(NC(=O)COc3ccc(F)cc3)cc2)CC1	2.8	-4	4.5
CN(Cc1c(F)cccc1Cl)C(=O)C1=CC=CN2CCS(=O)(=O)N=C12	1.0	-6	1.5
COc1ccccc1NC(=O)C(C)N(C)CC(=O)Nc1cccc2ccccc12 (centres undefined)	-0.2	1	-1.0
O=C(NCC1(N2CCCCC2)CCCCC1)c1cccc(NS(=O)(=O)c2ccccc2)c1	0.6	-3	0.8
CCn1nnc2cc(C(=O)N3CCC(C(=O)OC)CC3)ccc21	2.1	0	1.9
CC(OC(=O)c1cc(S(=O)(=O)N2CCOCC2)ccc1F)C(=O)NCc1ccc2c(c1)OCO2 (centres undefined)	0.2	-1	0.3
CC(OC(=O)c1nc(Cl)ccc1Cl)C(=O)NC1CCCCC1C (centres undefined)	1.2	-6	1.4
C=CC[C@H](CC(=O)NCCO)C(=O)N[C@@H](C)COC(=O)[C@@H](CC=C)CC(=O)OC(C)(C)C	0.1	4	1.4
O=C(OCc1nnc(-c2ccccc2)o1)c1cc(=O)[nH]c2ccccc12	0.1	0	-0.5
NC(=O)C1CCN(c2oc(-c3cccs3)nc2S(=O)(=O)c2ccc(Br)cc2)CC1	1.2	-6	0.6
CCN(CC(=O)Nc1cc(Cl)ccc1C)C(=O)CCOc1ccc(C)cc1	-1.4	-2	-2.7
NC(=O)c1c(NC(=O)c2ccc(N3C(=O)CCC3=O)cc2)sc2c1CCCC2	0.8	2	0.4
Cc1ccc(S(=O)(=O)N2CCOCC2)cc1NC(=O)c1cc([N+](=O)[O-])ccc1N1CCOCC1	-0.6	1	-1.1
Cc1cccc(C)c1NC(=O)CSc1ncnc2[nH]ncc12	1.3	-2	1.4
COc1ccccc1CNC(=O)COC(=O)c1ccc(N2CCCC2=O)cc1	0.8	-4	0.2
Cc1ccc(C(=O)NCC(=O)NCC(c2cccs2)N2CCOCC2)cc1C (centres undefined)	-1.1	-3	-2.0
COc1ccc(Cl)cc1NS(=O)(=O)c1cccc(C(=O)NCC(C)(C)N2CCOCC2)c1	0.1	-3	0.1
O=C(NC1CCCCC1)c1ccc(-c2ccccc2F)o1	-0.8	-1	-2.1
COc1ccc(NC(=O)CSCC(=O)N(C)CC(=O)Nc2ccc(Cl)c(C(F)(F)F)c2)cc1	5.9	-1	4.7
CCOC(=O)[C@H]1[C@H]2COc3ccc(Cl)cc3[C@@H]2N2C(=O)CN(Cc3ccc(F)cc3)C(=O)[C@@]12C	0.2	-7	-0.3
O=C(COC(=O)c1cccc([N+](=O)[O-])c1)NNC(=O)c1cccs1	0.7	-5	0.6
O=c1c2ccccc2nc2n1CCc1c-2[nH]c2ccccc12	-1.6	6	-2.6
CC(=O)c1c(C)[nH]c(C(=O)COC(=O)c2cc(C)oc2C)c1C	8.7	-7	13
Cc1ccccc1CN(c1ccc(C(=O)N2CCN(C)CC2)cc1)S(C)(=O)=O	0.1	-3	2.0
CCOC(=O)C[C@H]1c2ccc(C(F)(F)F)cc2S(=O)(=O)N1c1ccccc1	-1.6	-7	-2.5
O=C(COC(=O)/C=C/c1cccc(Cl)c1Cl)Nc1ccc2[nH]c(=O)[nH]c2c1	0.8	-3	0.7
Cc1ccccc1NC(=O)Cc1nc(COC(=O)c2ccc(NC(N)=O)cc2)cs1	-1.2	-1	-1.5
Cc1cc(C)cc(OCC(=O)OCC(=O)NC2CCCC2)c1	0.4	-4	0.2
CCN1CCN(c2ccc(S(=O)(=O)N3CCOCC3)cc2NC(=O)CC(C)C)CC1	0.8	-4	0.5
CCOc1ncccc1C(=O)Nc1ccc2c(c1)OCCO2	-1.9	-5	-2.2
O=C(COC(=O)COc1cccc(Br)c1)NCc1ccc2c(c1)OCO2	-0.3	-5	2.3
COc1cccc(C(=O)NCCS(=O)(=O)N2CCCCCC2)c1	-0.4	-2	1.1
Cc1ccc(S(=O)(=O)CCC(=O)Nc2nnc(-c3ccc(F)cc3)o2)cc1	1.0	-1	0.4
CCN1C(=O)[C@@H]2[C@@H](c3ccc(-c4ccc(F)cc4)cc3)N3CCCC[C@@]3(C(=O)OC)[C@@H]2C1=O	1.3	-3	0.4
COc1ccc([C@H]2CC(=O)C=C(c3ccc(Oc4ccccc4)cc3)C2)cc1OC	1.5	7	1.7
CC(=O)Nc1ccc(NC(=O)C(C)Sc2nc3ccccc3c(=O)n2Cc2ccco2)cc1 (centres undefined)	0.3	-1	-0.2
CCN(CC)S(=O)(=O)c1ccc(OC(C)C)c(NC(=O)C2=COCCO2)c1	-0.8	-5	-2.3
CCCCn1c(N)c(N(CC(C)C)C(=O)c2cc(C)nc3ccccc23)c(=O)[nH]c1=O	-1.1	-6	-1.5
CC(C)(C)OC(=O)C[C@@H]1C/C=C\C[C@@H](CC(=O)N[C@H](CO)Cc2ccccc2)C(=O)N2CCC[C@H]2COC1=O	11	-2	-0.4
Cc1ccc(NS(=O)(=O)c2cccc(C(=O)NCC3CCCO3)c2)cc1 (centres undefined)	0.6	1	-0.1
CCCCn1c(SC(C)C(=O)NCC2CCCO2)nc2cc(C(=O)OC)ccc2c1=O (centres undefined)	-1.5	-4	-2.5
O=C(Nc1cc(Cl)ccc1-n1cncn1)C1CC1	-0.4	5	-0.9
O=C(C[C@H]1C/C=C\C[C@H](Cc2ccc(F)cc2)C(=O)O[C@@H](c2ccccc2)CNC1=O)N[C@@H](CO)Cc1ccccc1	1.5	-7	0.6
COc1cccc(CC(=O)OCC(=O)NC(Cc2ccccc2)C(C)=O)c1 (centres undefined)	0.7	-1	-0.6
Clc1nssc1=Nc1nncs1	-1.0	7	-1.1
Cc1ccc(S(=O)(=O)Nc2cccc(C(=O)NCC3(N4CCCCC4)CCCCC3)c2)cc1F	0.3	-3	0.8
O=C(N[C@H](CO)Cc1ccccc1)c1ccco1	0.3	-1	-0.1

Part of the list above, with two lines to a compound.
Screens in order – V1R ag counter, GalR3 antag, OXTR ag
CCCCn1c(SC(C)C(=O)NCC2CCCO2)nc2cc(C(=O)OC)ccc2c1=O (centres undefined)
 : -1.5, -4, -2.5
O=C(Nc1cc(Cl)ccc1-n1cncn1)C1CC1
 : -0.4, 5, -0.9
O=C(C[C@H]1C/C=C\C[C@H](Cc2ccc(F)cc2)C(=O)O[C@@H](c2ccccc2)CNC1=O)N[C@@H](CO)Cc1ccccc1
 : 1.5, -7, 0.6
COc1cccc(CC(=O)OCC(=O)NC(Cc2ccccc2)C(C)=O)c1 (centres undefined)
 : 0.7, -1, -0.6
Clc1nssc1=Nc1nncs1
 : -1.0, 7, -1.1

The results go on:
SMILES	V1R ag counter	GalR3 antag	OXTR ag
Cc1cc(C(=O)OCC(=O)N2CCC(c3ccccc3)=N2)ccc1[N+](=O)[O-]	0.2	-5	-1.3
COc1ccc(C(=O)NC2CCSc3ccccc32)cc1S(=O)(=O)N1CCOCC1 (centres undefined)	1.3	-3	0.2
COc1ccc(C(=O)NC(=O)COC(=O)C2CC2C)cc1 (centres undefined)	3.6	-6	-0.3
O=C(COC(=O)Cc1cccc(C(F)(F)F)c1)NC(=O)NC1CCCC1	0.2	-4	-1.8
CCCN(Cc1nnc(-c2cccs2)o1)C(=O)c1cccc(S(=O)(=O)N2CCOCC2)c1	1.1	-7	-0.1
COc1cc(C(=O)Nc2ncccc2C)ccc1OCC(=O)N1CCOCC1	0.4	-1	0.6
Cc1ccc(OCC(=O)NC2CCSc3ccccc32)cc1 (centres undefined)	-1.5	-4	-2.9
O=C(Nc1ccccc1N1CCOCC1)C1=COCCO1	0.2	-3	0.6
O=C(OCC(=O)N1CCN(C(=O)c2ccco2)CC1)c1c(Cl)cccc1Cl	3.4	-7	1.7
COc1cccc(Oc2ccc(S(=O)(=O)N3CCOCC3)cc2[N+](=O)[O-])c1	3.2	-5	-0.8
CCN(Cc1ccc2c(c1)OCO2)C(=O)CSc1ncnc2sccc12	3.0	-2	2.9
NC(=O)C1CCN(CC(=O)Nc2cc(S(=O)(=O)N3CCOCC3)ccc2N2CCCC2)CC1	-0.4	-6	1.1
CC1CCN(C(=O)C2COc3ccccc3O2)CC1 (centres undefined)	-0.1	-4	-1.3
CCOc1ccc(S(=O)(=O)N2CCC(C(=O)OCc3ccc(OC)cc3)CC2)cc1	2.6	-7	1.1
Nn1c(SCC(=O)Nc2ccc(N3CCOCC3)cc2)nnc1C1CC1	1.3	-6	1.5
COc1cc(OC)c(OC)cc1CNC(=O)c1ccc(S(=O)(=O)N2CC(C)OC(C)C2)cc1 (centres undefined)	0.5	-1	0.3
Cc1cccc(NC(=O)c2nc[nH]c2C(=O)N(C)Cc2ccccc2)c1	7.6	-2	-1.4
O=C(OCC#CCSc1nnc(-c2cccc3ccccc23)o1)c1ccc(Br)cc1	4.5	-4	5.6
O=S(=O)(c1ccccc1)N1CCN(Cc2c(O)ccc3ccccc23)CC1	0.5	-4	0.9
COc1ccc(S(=O)(=O)N2CCCCC2)cc1NC(=O)c1[nH]c(C)c(C(C)=O)c1C	0.2	0	-1.3
C#CCOCCOCCOCCNc1nc(N2CCN(C(=O)C([C@@H](C)CC)n3cc(C(N)COC(=O)C(F)(F)F)nn3)CC2)nc(N2CCN(C(=O)C([C@@H](C)CC)n3cc(C(N)CC(C)C)nn3)CC2)n1 (some centres undefined)	0.7	-5	0.3
CCCCNC(=O)c1onc(CSc2ccccn2)c1C(=O)NCCCC	-1.1	-5	-2.5
C=CCn1c(C)nnc1SCC(=O)Nc1ccc2c(c1)OCCO2	1.2	-5	-0.6
CC(C)C(NC(=O)c1ccc(F)cc1)C(=O)N1CCOCC1 (centres undefined)	-0.1	-4	0.1
O=C(c1cccc(S(=O)(=O)N2CCN(c3ccc(F)cc3)CC2)c1)N1CCCC(C(F)(F)F)C1 (centres undefined)	7.2	99*	10.0
CCCCn1c(N)c(N(CC(C)C)C(=O)CCNC(=O)c2ccc(Cl)cc2)c(=O)[nH]c1=O	0.5	0	-0.5
COc1ccc(-c2sc3cc(OC)c(OC)cc3c2C#CCO)cc1	1.0	-6	0.4
FC(F)(F)c1ccc2c3n(nc2c1)CCN=C3c1ccc(Cl)cc1	-0.7	-7	-1.8
CCN(C[C@H]1N[C@@](C)(C(=O)OC)[C@H]2C(=O)N(C)C(=O)[C@@H]12)C(=O)COc1ccccc1	0.5	-3	1.4
c1cnc2cc(-c3ccsc3)ncc2c1	-0.6	-4	-0.2
COc1ccc(S(=O)(=O)Nc2cc3c4c(c2)CCN4C(=O)CC3)cc1OC	0.0	1	0.3
COc1ccc(-c2sc3ccccc3c2-c2ccc(OCCN(C)C)cc2)cc1	3.7	-11	1.1
CCOc1ccc(OCCSc2ccc(S(=O)(=O)N3CCN(C)CC3)cn2)cc1	8.0	-6	9.5
Cc1cccc(NC(=O)C2CCN(C(=O)c3ccc(F)cc3)CC2)n1	1.3	-3	0.4
NC(=O)C1CCN(C(=O)CCC(=O)c2cccs2)CC1	1.3	-3	1.1
O=C1Cc2cc(NS(=O)(=O)c3ccc(Cl)cc3)cc3c2N1CCC3	1.3	-7	3.2
Cc1ccc(S(=O)(=O)N2CCCCC2CCNC(=O)C(=O)NC2CCCC2)cc1 (centres undefined)	-1.1	-3	-2.5
Cc1nnc(NC(=O)c2cc(-c3ccco3)nc3ccccc23)s1	-1.4	-1	-2.0
Cc1ccc(NC(=O)c2ccc(OCc3c(C)noc3C)cc2)c(C)c1	2.2	2	1.0
COc1ccc(CC(=O)OCC(=O)NC2CC2)cc1	0.4	-3	0.0
COc1ccc(CCN(C)C(=O)C2CC(=O)N(Cc3ccc(C)cc3)C2)cc1OC (centres undefined)	0.8	-6	0.3
COc1ccccc1CCC(=O)N(CCC1=CCCCC1)c1c(N)n(Cc2ccccc2)c(=O)[nH]c1=O	-1.3	-8	-1.7

The list is partial (hit frequency here may not be typical).
